# M. tuberculosis: growth inhibition of non-replicating M. tuberculosis (AID 488890); Mycobacterium tuberculosis non-replicating, growth inhibition; higher % means a stronger effect; one-dose inhibition, % at 25 µM; IC50 in µM for titrated hits; 320,000 compounds, 0.39% hits; in the data active means a potency from the dose series; inconclusive means inhibition mostly from about 82% at the one dose, without a potency; inactive means the rest, 99 in 100 with inhibition below about 76%;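 further: plate controls were DMSO cells for no effect and high antibiotic wells for full effect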
# VEEV TC-83 Vero: inhibitors of VEEV TC-83 cytopathic effect, confirmation, Vero cells (AID 588727); Vero cells, VEEV TC-83 cytopathic effect inhibition; higher % means a stronger effect; one-dose inhibition, % at 20 µM; IC50 in µM for titrated hits; 350,000 compounds, 0.13% hits; in the data active means a potency from the dose series; inconclusive means inhibition mostly from about 14% at the one dose, without a potency; inactive means the rest, 99 in 100 with inhibition below about 12%; further: strong numbers were not always called active
# M. tuberculosis HTS: M. tuberculosis growth inhibition, HTS (AID 449762); M. tuberculosis H37Rv growth inhibition, 7H9 media; higher % means a stronger effect; inhibition, % at 25 µM, or IC50 in µM where a hit was titrated; 330,000 compounds, 0.59% hits; in the data active means a potency from the dose series; inconclusive means inhibition above about 70% without an active follow-up result;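 further: bacterial growth assessed after seven days of incubation; strong numbers were not always called active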
# influenza NS1A: H1N1 influenza NS1A inhibitors, functional cell based assay (AID 504329); NS1A functional cell-based assay, percent inhibition; higher % means a stronger effect; inhibition, % at 12.5 µM; hits with a dose series show IC50 in µM; 340,000 compounds, 0.3% hits; in the data active means a potency from the dose series; inconclusive means inhibition above about 27% without an active follow-up result; further: strong numbers were not always called active
# PhoP GFP inhibition: PhoP regulon inhibitors, Salmonella typhi PhoP promoter GFP reporter, confirmatory (AID 1850); Salmonella Typhi PhoP-promoter GFP reporter, fluorescence, 4 h; higher % means a stronger effect; inhibition, % at 50 µM, or IC50 in µM where a hit was titrated; 310,000 compounds, 0.33% hits; in the data active means a potency from the dose series; inconclusive means inhibition mostly from about 25% at the one dose, without a potency; inactive means the rest, 99 in 100 with inhibition below about 19%;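 further: 0% = induced wells with vehicle and 100% = uninduced wells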
# VEEV TC-83 Vero 10K pilot screen: also measured in VEEV TC-83 Vero; calls as there; inhibition, %; measured here: 10K pilot screen inhibition
# * = called active by the depositor; i = inactive; ? = inconclusive; nt = no result given.
SMILES,M. tuberculosis,VEEV TC-83 Vero,M. tuberculosis HTS,influenza NS1A,PhoP GFP inhibition,others
CC(=O)Nc1ccc(SCC(=O)Nc2cc(C(C)(C)C)nn2-c2ccccc2)cc1,0%,0.5%,-3%,2%,-5%,
Cc1ccc(C(=O)N2CCCC(N3CCN(c4ccccc4C)CC3)C2)c(=O)[nH]1 (stereo not given),5%,1.6%,5%,-5%,0%,
CC(Oc1ccccc1)C(=O)N1CCc2ccccc2C1 (stereo not given),39%,i,5%,-5%,-4%,
O=C(CNCc1ccc(Cl)cc1)Nc1ccc(C(=O)N2CCCCC2)cc1,-10%,i,-3%,6%,-1%,
CCCn1c(/C=C/c2ccccc2)nc2ccccc21,78%,i,?,-7%,-6%,
Cc1cc(C(=O)NNC(=O)c2ccc(Cl)cc2)no1,0%,1.3%,5%,1%,8%,
CC(=O)N(Cc1cc(=O)[nH]c2ccccc12)c1cccc(C)c1,50%,1.1%,-5%,-4%,-1%,
CNC(=S)NCCc1ccccc1,-14%,0.9%,-4%,-4%,4%,
CCOc1ccc(Cn2c(=O)sc3ccccc32)cc1,13%,81%,0%,-6%,3%,
CCC(C)NC(=O)CS(=O)Cc1nc(-c2cccc(OC)c2)oc1C (stereo not given),-2%,2.5%,-4%,-5%,10%,
CC(=O)c1c(C)[nH]c(C(=O)NCc2ccccc2Cl)c1C,21%,6.0%,-4%,-7%,-10%,
Cc1ccc(NC(=O)CS(=O)CC(=O)NC23CC4CC(CC(C4)C2)C3)cc1 (stereo not given),7%,1.2%,2%,-7%,-1%,
CN(C(=O)COC(=O)c1cc[n+]([O-])cc1)c1ccccc1,-11%,1.2%,-16%,-3%,-1%,
O=C(NCCc1ccccc1)C(=S)N1CCCCC1,-2%,0.1%,-6%,-1%,0%,
COc1cc(NC(=O)C2CCCN(c3ncccn3)C2)cc(OC)c1 (stereo not given),34%,8.3%,-1%,7%,1%,
Cc1ccc(NCc2n[nH]c(=S)n2-c2ccccc2)cc1Cl,-9%,0.5%,-1%,5%,-13%,
Cc1c(Cl)c(=O)oc2cc(OC(C)C)ccc12,-2%,0.5%,-1%,-1%,-8%,
CCn1nnnc1NC(=O)c1cccc(OC)c1,8%,i,6%,4%,-11%,
CCCCCCCCN1[C@@H](CC(=O)OCC)c2ccc(C(F)(F)F)cc2S1(=O)=O,73%,i,-1%,-6%,8%,
COc1ccc(OC)c(C(c2nnnn2CCc2ccccc2)N2CCC(C(N)=O)CC2)c1 (stereo not given),13%,i,6%,5%,-4%,
COCCNC(=O)C(c1ccc(F)cc1)N(C(=O)CCC(=O)Nc1nccs1)c1ccc(C)cc1 (stereo not given),-5%,0.3%,15%,4%,10%,
CCS(=O)(=O)N1CCCC(C(=O)NC2CCCCC2C)C1 (stereo not given),-18%,1.0%,-1%,-17%,-4%,
C=CC(=O)Nc1ccc(N(C)c2ccnc(Nc3ccc(N4CCN(C)CC4)cc3)n2)cc1,79%,4.8%,5%,25µM*,nt,VEEV TC-83 Vero 10K pilot screen=5.0
Clc1ccc(Nc2nc(-c3cccnc3)cs2)cc1,13%,6.6%,1%,11%,-3%,
O=C(NCC1CCCO1)C(C(=O)c1ccccc1)n1ccccc1=O (stereo not given),0%,1.0%,7%,-2%,-6%,
N#CCC(=O)N/N=C/c1cn(Cc2ccccc2C#N)c2ccccc12,-4%,i,-1%,9%,1%,
CCCCNC(=O)c1cc2nc(-c3ccccc3)cc(C(F)(F)F)n2n1,-14%,0.7%,6%,-10%,-7%,
COC(=O)c1ccccc1NS(=O)(=O)c1c(C)noc1C,28%,4.9%,7%,-2%,-1%,
COc1ccc(OC)c(NC2c3ccccc3C(=O)N2c2cccnc2)c1 (stereo not given),10%,2.2%,4%,4%,9%,
Cc1cc(C)c(S(=O)(=O)NCCn2c(C)cc3ccccc32)c(C)c1,21%,4.3%,-10%,4%,-7%,
O=C(Cn1c(=O)oc2cc(S(=O)(=O)N3CCCC3)ccc21)N1CCc2ccccc2C1,2%,5.2%,-12%,10%,4%,
COc1ccc(N(CC(=O)Nc2c(C)n(C)n(-c3ccccc3)c2=O)S(=O)(=O)c2ccccc2)cc1OC,7%,0.5%,-2%,1%,-8%,
CCOC(=O)Cc1[nH]nc2c1C(c1cccc(OC)c1OC)C(C#N)=C(N)O2 (stereo not given),-15%,1.5%,-4%,6%,3%,
Cc1cn2c(nc(=O)c3cccnc32)s1,-13%,0.5%,1%,19%,2%,
Cc1cc(C)n(Cc2ccc(NC(=O)c3ccc(COc4ccccc4Br)cc3)cc2)n1,22%,i,?,6%,-10%,
Cc1ccc(S(=O)(=O)N(C)CCCC(=O)N2CCOCC2)cc1,-3%,0.6%,-9%,-16%,1%,
Cc1cccnc1NC(=O)CCc1c[nH]c2ccccc12,1%,9.0%,1%,7%,-4%,
O=C(CSc1nnc(-c2ccncc2)n1CC1CCCO1)Nc1cccc(O)c1 (stereo not given),12%,2.8%,-5%,2%,-5%,
Cc1ccc(C(=O)Nc2ccc(F)cc2)o1,55%,0.2%,-4%,-1%,-3%,
FC(F)Oc1ccccc1/C=N/Nc1nc2ccccc2o1,21%,1.7%,3%,10%,-4%,

# Three structures out of the list, ordered by heavy-atom count, smallest number first:
SMILES,M. tuberculosis,VEEV TC-83 Vero,M. tuberculosis HTS,influenza NS1A,PhoP GFP inhibition,others
Cc1ccc(C(=O)Nc2ccc(F)cc2)o1,55%,0.2%,-4%,-1%,-3%,
Cc1ccc(S(=O)(=O)N(C)CCCC(=O)N2CCOCC2)cc1,-3%,0.6%,-9%,-16%,1%,
Cc1cc(C)n(Cc2ccc(NC(=O)c3ccc(COc4ccccc4Br)cc3)cc2)n1,22%,i,?,6%,-10%,

# Additional compounds follow:
SMILES,M. tuberculosis,VEEV TC-83 Vero,M. tuberculosis HTS,influenza NS1A,PhoP GFP inhibition,others
COc1cc(/C=C/C(=O)OCC(=O)c2c(N)n(C)c(=O)n(C)c2=O)ccc1OCC#N,-9%,4.5%,-5%,10%,12%,
CCOc1ccc(C(=O)NCC2CCCN2S(=O)(=O)c2cccs2)cc1 (stereo not given),47%,7.7%,?,-3%,-5%,
O=C(Nc1ccccn1)C1(c2cccs2)CCOCC1,-21%,0.8%,-6%,15%,-2%,
O=C(Cc1ccc(F)cc1)N/N=C/c1ccccn1,64%,3.3%,-1%,-6%,0%,
COc1ccc(C(=O)Nc2ccncc2)cc1S(=O)(=O)N1CCOCC1,-10%,0.2%,-12%,-3%,nt,
CC(=O)c1ccc(NC(=O)CN2C(=O)NC(C)(C3CCCCC3)C2=O)cc1 (stereo not given),7%,3.2%,0%,-15%,nt,
COc1ccc(OC(=O)COc2cc(C)ccc2C)cc1,34%,1.1%,-2%,-3%,-7%,
CCC(C)(C(=O)NC1CCCCC1)N(Cc1cccs1)C(=O)Cc1cccs1 (stereo not given),2%,3.0%,-2%,19%,1%,
O=C(O)c1ccc(N2CCCCS2(=O)=O)cc1,-1%,0.9%,13%,-9%,-14%,
O=Cc1c(Sc2ccccn2)nc2ccccn2c1=O,-8%,4.9%,-2%,-2%,-1%,

# Of the compounds above, these contain a thiophene ring, fused or not:
SMILES,M. tuberculosis,VEEV TC-83 Vero,M. tuberculosis HTS,influenza NS1A,PhoP GFP inhibition,others
CCOc1ccc(C(=O)NCC2CCCN2S(=O)(=O)c2cccs2)cc1 (stereo not given),47%,7.7%,?,-3%,-5%,
O=C(Nc1ccccn1)C1(c2cccs2)CCOCC1,-21%,0.8%,-6%,15%,-2%,
CCC(C)(C(=O)NC1CCCCC1)N(Cc1cccs1)C(=O)Cc1cccs1 (stereo not given),2%,3.0%,-2%,19%,1%,

# Structural class, the compounds so far with a cyano group (3)
SMILES,M. tuberculosis,VEEV TC-83 Vero,M. tuberculosis HTS,influenza NS1A,PhoP GFP inhibition,others
N#CCC(=O)N/N=C/c1cn(Cc2ccccc2C#N)c2ccccc12,-4%,i,-1%,9%,1%,
CCOC(=O)Cc1[nH]nc2c1C(c1cccc(OC)c1OC)C(C#N)=C(N)O2 (stereo not given),-15%,1.5%,-4%,6%,3%,
COc1cc(/C=C/C(=O)OCC(=O)c2c(N)n(C)c(=O)n(C)c2=O)ccc1OCC#N,-9%,4.5%,-5%,10%,12%,

# The main list resumes with the three entries that preceded the break.
SMILES,M. tuberculosis,VEEV TC-83 Vero,M. tuberculosis HTS,influenza NS1A,PhoP GFP inhibition,others
CCC(C)(C(=O)NC1CCCCC1)N(Cc1cccs1)C(=O)Cc1cccs1 (stereo not given),2%,3.0%,-2%,19%,1%,
O=C(O)c1ccc(N2CCCCS2(=O)=O)cc1,-1%,0.9%,13%,-9%,-14%,
O=Cc1c(Sc2ccccn2)nc2ccccn2c1=O,-8%,4.9%,-2%,-2%,-1%,
CC(=O)Nc1ccc(S(=O)(=O)N(C)CC(=O)OCC(=O)N(C)C2CCS(=O)(=O)C2)cc1 (stereo not given),2%,i,-7%,0%,1%,
Cc1ccccc1C(=O)NC(=S)NCc1cccnc1,-4%,2.0%,-3%,1%,1%,
COc1cc(OC)c2c(-c3cccc(-c4ccc(NC(C)=O)cc4)c3)cc(=O)oc2c1,nt,7.2%,nt,-6%,nt,
COc1cc(SC)ccc1C(=O)NCCNC(=O)c1nonc1N,-6%,3.0%,6%,0%,12%,
COc1cc(CC(=O)NCC2COc3ccccc3O2)cc(OC)c1OC (stereo not given),-11%,1.5%,-1%,11%,1%,
Cc1ccc(C)c(N=Nc2ccc(O)c3ncccc23)c1,?,4.5%,?,6%,-3%,
Cc1cc(Cl)c(OCCCNCc2ccccc2)c(Br)c1,?,i,?,-4%,69µM*,
O=C1NN(c2ccccc2)C(=O)/C1=C\c1ccc(-c2cc([N+](=O)[O-])ccc2O)o1,nt,0.4%,nt,23%,nt,
CCCCCn1c(SCC#N)nc2cc(C(=O)NCC3CCCO3)ccc2c1=O (stereo not given),11%,1.5%,2%,-14%,17%,
COCCNC(=O)Cn1cc(/C=C(\C#N)C(=O)NC2CCCC2)c2ccccc21,13%,0.7%,3%,3%,3%,
CCOc1cc(C=C2C(=O)NC(=S)NC2=O)ccc1O,nt,1.5%,nt,4%,nt,
CC1CN(C)C(c2ccccc2)C(C)C12NC(=O)NC2=O (stereo not given),-5%,2.0%,-1%,4%,6%,
CCN(CC)C(=O)CSc1nnc(-c2ccncc2)n1N,2%,3.1%,0%,3%,-2%,
Cc1c(Cl)cccc1NC(=S)NCc1ccco1,69%,0.6%,2%,2%,-1%,
COc1cc(CNC2CCC(C)C2)cc(OC)c1 (stereo not given),10%,5.2%,-5%,4%,-8%,
Cc1ccc(NC(CC(=O)c2ccccc2)c2ccc(F)cc2)cc1 (stereo not given),69%,2.2%,50%,-5%,0%,
CC1CC(=O)N(c2ccc(NCCc3ccccc3)c([N+](=O)[O-])c2)C1=O (stereo not given),13%,0.2%,1%,6%,-15%,
O=C(CSc1ncccn1)N/N=C/c1ccc(OC2CSC2)cc1,41%,1.1%,9%,-9%,-12%,
COc1ccc(CN2CCN(Cc3cn(C)nc3-c3ccccc3)CC2CCO)c(C)c1C (stereo not given),6%,i,18%,-1%,-2%,
Cc1nnc(SCC(=O)NC2CCCC2)s1,-5%,0.6%,5%,6%,-3%,
